CHT inh: inhibitors of human choline transporter CHT; actives 0.86% (n = 310,000); CHT-expressing cells, membrane potential dye, choline response; stronger effect = lower value; B-score at 10 µM;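 active = B-score over 3 SD under the library average, and starting fluorescence ratio not unusually high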;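 note: choline stimulus applied at its EC90 after an EC20 pre-addition; B-score computed on integrated fluorescence ratio after choline addition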
Target sequence (Q9GZV3 whole entry, looked up): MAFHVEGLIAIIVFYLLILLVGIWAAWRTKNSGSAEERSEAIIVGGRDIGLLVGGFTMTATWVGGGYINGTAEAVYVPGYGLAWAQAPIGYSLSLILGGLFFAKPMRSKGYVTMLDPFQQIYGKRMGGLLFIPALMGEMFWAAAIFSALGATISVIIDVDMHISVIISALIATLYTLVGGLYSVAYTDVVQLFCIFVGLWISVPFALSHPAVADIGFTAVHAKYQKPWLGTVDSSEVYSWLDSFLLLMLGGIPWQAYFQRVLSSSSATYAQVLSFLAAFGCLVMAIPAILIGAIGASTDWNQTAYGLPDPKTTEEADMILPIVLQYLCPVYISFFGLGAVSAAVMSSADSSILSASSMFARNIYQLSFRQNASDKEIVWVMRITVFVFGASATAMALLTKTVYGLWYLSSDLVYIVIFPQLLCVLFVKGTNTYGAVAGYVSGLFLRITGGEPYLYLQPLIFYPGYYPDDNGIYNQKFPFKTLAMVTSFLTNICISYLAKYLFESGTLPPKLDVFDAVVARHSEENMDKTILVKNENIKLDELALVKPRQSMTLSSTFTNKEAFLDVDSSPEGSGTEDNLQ
Kir21 inh: inhibitors of mouse Kir2.1 inward-rectifier potassium channel | HEK293-Kir2.1, FluxOR thallium flux fluorescence; stronger effect = lower value | B-score at 10 µM | actives 0.85% (n = 310,000) | AID 1672, 2009;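 active = fluorescence ratio B-score at or below minus 3 SD of library scores, with starting-brightness B-score within 2 SD, cut at about -4.2 in these data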;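 note: channel flux triggered by added potassium and thallium sulfate stimulus; B-score of peak minus minimum fluorescence over baseline after thallium stimulus; more negative B-score means stronger Kir2.1 block with less thallium influx; some compounds called inactive have numbers as strong as hits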
Target sequence (P35561 whole entry, looked up): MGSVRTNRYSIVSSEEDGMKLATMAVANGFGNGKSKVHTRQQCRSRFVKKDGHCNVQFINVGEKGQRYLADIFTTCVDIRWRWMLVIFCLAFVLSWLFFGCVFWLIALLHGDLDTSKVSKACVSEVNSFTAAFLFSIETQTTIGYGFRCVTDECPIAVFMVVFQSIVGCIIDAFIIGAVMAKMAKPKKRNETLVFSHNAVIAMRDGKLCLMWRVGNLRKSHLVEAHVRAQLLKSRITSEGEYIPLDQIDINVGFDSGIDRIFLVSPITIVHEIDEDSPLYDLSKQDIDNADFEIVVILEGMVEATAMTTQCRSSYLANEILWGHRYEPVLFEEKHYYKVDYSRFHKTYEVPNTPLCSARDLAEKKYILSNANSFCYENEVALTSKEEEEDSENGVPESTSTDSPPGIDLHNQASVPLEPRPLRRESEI
KCNQ2 inh: KCNQ2 potassium channel inhibitors, primary screen, cell-based, CHO-K1, FluxOR thallium flux, B-score (AID 2156); B-score at 10 µM; 20 min; stronger effect = lower value; Potassium voltage-gated channel subfamily KQT member 2 (Rattus norvegicus), O88943; actives 1.1% (n = 310,000);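 active = fluorescence ratio B-score at most minus 3 library SDs, with starting brightness B-score within 2 library SDs, cut at about -5.5 in these data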
* = called active by the depositor; i = inactive; nt = no result given.

SMILES	CHT inh	Kir21 inh	KCNQ2 inh
Cc1ccc(Sc2c(C)nn(C(=O)CNS(=O)(=O)c3ccc(F)cc3)c2C)cc1	i	-0.4	i
CC(C)NC(=S)NNC(=O)C12CC3CC(CC(C3)C1)C2	i	-2	i
COc1ccc(F)cc1S(=O)(=O)N1CCC2(CC1)OCCN2S(=O)(=O)c1cccs1	i	1.5	i
Cc1cc(C)n(-c2nc3ccccc3c(=O)n2OCc2ccc(F)cc2)n1	i	-2.3	i
CCCCN(CC)S(=O)(=O)c1ccc(C(=O)Nc2nnc(COC)o2)cc1	i	-0.78	i
CN1CCN(S(=O)(=O)c2ccc(Nc3ccc(F)cc3)nc2)CC1	i	-0.02	i
N/C(=N\OC(=O)c1ccc([N+](=O)[O-])cc1)c1cccnc1	i	-0.85	i
Cc1ccnc(NC(=O)c2cc(-n3cnnc3)ccc2Cl)c1	i	0.47	i
COc1ccccc1-c1nc(-c2ccccc2)[nH]c(=O)c1C#N	i	-1.2	i
CCC/C(=N\NC(=O)CNC(=O)c1ccc(Cl)cc1)c1ccccc1	i	0.76	i
OCCN1CCN(C(=S)c2ccc(Br)cc2)CC1	i	0.49	i
COc1cccc(Nc2nc(-c3ccc4c(c3)OCCO4)cs2)c1	i	-0.06	i
CCCC(=O)Nc1ccc(Cl)c(NC(=O)C(C)(C)C)c1	i	-0.1	i
CCn1c(CC(=O)Nc2ccccc2F)nnc1SCC(=O)Nc1nnc(C)s1	i	1.1	i
COc1ccccc1Nc1nc(N)nc(CSc2ncccn2)n1	i	0.99	i
Cc1nc2ccsc2c(=O)n1-c1ccc(Cl)cc1	i	-0.52	i
O=C(CSc1nnc(CNC(=O)c2ccccc2)o1)NCc1ccc(F)cc1	i	1.1	i
CCOc1ccccc1Oc1coc2cc(OC)ccc2c1=O	i	0.16	i
CC1(C)N=c2ccc([N+](=O)[O-])c(N)c2=[N+]1[O-]	i	1.3	i
CC(=O)Nc1ccc(SCC(=O)c2c(N)n(Cc3ccccc3)c(=O)n(C)c2=O)cc1	i	-0.52	i
CCOC(=O)C1(CCOC)CCN(C2C3CC4CC(C3)CC2C4)CC1 (stereo unspecified)	i	1	i
Cc1nc2nc(C)c(NS(=O)(=O)c3cccs3)c(=O)n2[nH]1	i	-1.5	i
CNNC(=S)NCCC1=CCCCC1	i	1.5	i
CN1CCN(C2Cc3ccc(Cl)cc3Sc3ccc(F)cc32)CC1 (stereo unspecified)	i	-1.2	i
Cc1cc(OCC(=O)NCc2ccccn2)c2c(C)cc(=O)oc2c1	i	-0.01	i
COc1ccc(NC(=O)COC(=O)c2ncc(Cl)c(Cl)c2Cl)c(OC)c1	i	0	i
CN(C)CCN(C(=O)c1ccc2c(c1)CCCC2)c1nc2c(F)cccc2s1	i	1.2	i
CC1CCN(C(=O)Cn2cc(C#N)c3ccccc32)CC1	i	-0.3	i
Cc1cc(=O)oc2cc(OCC3CC(c4ccc(Cl)cc4)=NO3)ccc12 (stereo unspecified)	i	-0.01	i
O=C(CSc1nnc(COc2cccc3cccnc23)o1)c1ccc(F)cc1	i	1.4	i
CC(C)CNC(=O)C(=O)NCc1ccccn1	i	0.22	i
Cc1ccc(CCNC(=O)C2CCN(S(=O)(=O)c3ccc4c(c3)NC(=O)CO4)CC2)cc1	i	0.01	i
COc1cc2c(cc1OC)C(c1cccs1)N(C(=O)c1ccncc1)CC2 (stereo unspecified)	i	0.63	i
CCCCc1nc(Cl)c(C#N)c2c1CSC(C)(C)C2	i	0.47	i
CCOc1ccc(C(=O)NCc2cccnc2)cc1[N+](=O)[O-]	i	-0.09	i
CC(=O)Nc1ccc(S(=O)(=O)NCCC(=O)OCC(=O)c2ccc(F)c(F)c2)cc1	i	2.5	i
COC(C[C@@H](O)C[C@H](O)[C@@H](C)OCc1ccccc1)OC	nt	-0.36	i
Cc1ccc(NS(=O)(=O)c2cccc(C(=O)N3CCCCCCC3)c2)cc1	i	-2.9	i
O=C1CC(c2ccccc2)Cc2nc(NC3CC3)ncc21 (stereo unspecified)	i	-0.32	i
COC(=O)C1=C(C)OC(N)=C(C#N)C1c1cc(C)sc1C (stereo unspecified)	i	0.29	i

Ordered by formula weight (rising): some entries from above.
SMILES	CHT inh	Kir21 inh	KCNQ2 inh
CC(C)CNC(=O)C(=O)NCc1ccccn1	i	0.22	i
O=C1CC(c2ccccc2)Cc2nc(NC3CC3)ncc21 (stereo unspecified)	i	-0.32	i
CCCCc1nc(Cl)c(C#N)c2c1CSC(C)(C)C2	i	0.47	i
Cc1ccc(NS(=O)(=O)c2cccc(C(=O)N3CCCCCCC3)c2)cc1	i	-2.9	i

Going on with the list.
SMILES	CHT inh	Kir21 inh	KCNQ2 inh
Cc1ccc2[nH]c(CCN(C)C)c(CC#N)c2c1	i	-1.2	i
OCC[C@H]1C[C@H](O)[C@@H](O)[C@@]2(CCCCO2)O1	i	1.4	i
CC1=C(C(=O)O)N2C(=O)C(NC(=O)c3ccccc3Cl)C2SC1 (stereo unspecified)	i	0.02	i
C=CCNc1nc2ccccc2nc1NS(=O)(=O)c1cccs1	i	1.2	i
COc1ccccc1S(=O)(=O)Cc1ccc(C(=O)NC(C)c2ccc3c(c2)OCCO3)o1 (stereo unspecified)	i	0.73	i
Cc1ccc(NC(=O)COC(=O)COc2cccc3c2OC(C)(C)C3)c(C)c1	i	-1.1	i
CCNc1nc(NCC)n2c(SCC(=O)NCC3CCCCC3)nnc2n1	i	1.4	i
Cc1ccc(NC(=O)c2oc3ccc(S(=O)(=O)N4CCC5(CC4)OCCO5)cc3c2C)cc1C	i	-0.36	i
COc1ccc(N2CCN(S(=O)(=O)CCNC(=O)/C=C/c3ccc4c(c3)OCO4)CC2)cc1	i	0.18	i
CCn1cc(C2=NC(C)(C)CO2)c2ccccc21	i	0.27	i
Cc1cccc(-n2c(-c3ccoc3C)n[nH]c2=S)c1	i	-0.16	i
Cc1ccc(SCc2ccc(C(=O)Nc3cc([N+](=O)[O-])ccc3C)cc2)cc1	i	1.4	i
CC1=C(/C=C/C(C)=C/C=C/C(C)=C\C(=O)O)C(C)(C)CCC1	i	-0.32	-7.7*
CCn1c(SCC(=O)Nc2ccc3c(c2)OCO3)nnc1-c1cnccn1	i	-1.6	i
C#CC1(O)CC(C)N(C)C(C)C1 (stereo unspecified)	i	-1.9	i
Cn1cccc1CNC(=O)Nc1ccc(Cl)c(Cl)c1	i	0.03	i
O/N=C/c1ccc(OCc2ccccc2F)c(Cl)c1	i	1.1	i
[2H]C(CCOS(N)(=O)=O)c1ccc(C(C)(C)C)cc1 (stereo unspecified)	i	0.85	i
CC(=O)Nc1cccc(C(=O)OC(C)C(=O)NCc2ccc3c(c2)OCO3)c1 (stereo unspecified)	i	1.2	i
CCC(=O)Nc1ccc(-c2nc3ccccc3c(=O)o2)cc1	nt	-0.13	i

Of the compounds above, these have a tert-butyl group:
SMILES	CHT inh	Kir21 inh	KCNQ2 inh
CCCC(=O)Nc1ccc(Cl)c(NC(=O)C(C)(C)C)c1	i	-0.1	i
[2H]C(CCOS(N)(=O)=O)c1ccc(C(C)(C)C)cc1 (stereo unspecified)	i	0.85	i

Further structures follow.
SMILES	CHT inh	Kir21 inh	KCNQ2 inh
O=C1CCC([N+](=O)[O-])C(c2ccc(Cl)cc2Cl)N1 (stereo unspecified)	i	0.46	i
CCOc1ccc(C(=O)COC(=O)c2cc([N+](=O)[O-])ccc2N2CCOCC2)cc1	i	-0.57	i
Fc1ccc(Cl)cc1/C=N/n1cnnc1SCc1ccccc1	i	0.24	i
N#Cc1c(-c2ccc([N+](=O)[O-])cc2)nc2n(c1=O)CCS2	i	1.8	i
CC(C)(C)NC(=O)NC(=O)COC(=O)c1cccc(S(=O)(=O)N2CCCCC2)c1	i	-1.3	i
c1cc2c(cc1Cn1cnnn1)OCO2	i	-0.44	i
COc1ccc(C(=O)NNC(=S)NC(=O)c2ccccc2)cc1	-5.3*	0.51	i
O=C(COc1ccccc1)N(Cc1nnc(-c2ccccc2Cl)o1)C1CC1	i	-2.1	i
COc1ccc(C2N=C(Nc3ccc(C)cc3)Nc3nc(C)cc(=O)n32)cc1 (stereo unspecified)	i	0.05	i
CCOc1ccc(S(=O)(=O)N2CCC(C(=O)NCc3cccnc3)CC2)cc1C	i	-0.07	i
O=C(CCCN1C(=O)c2ccccc2C1=O)N1CCC(c2ccccc2)C1 (stereo unspecified)	i	1.4	i
O=[N+]([O-])c1ccc(/C=N/Nc2nc(-c3ccccc3)c3cc(Br)ccc3n2)o1	i	0.33	i
O=C(NCc1cccnc1)c1ccc(Br)o1	i	1.5	i
CCOC(=O)c1ccccc1NC1c2ccccc2C(=O)N1c1cc(C)ccn1 (stereo unspecified)	i	0.92	i
COc1cccc(OCC(=O)NNC(=S)Nc2ccc(Cl)cc2Cl)c1	i	-0.56	i
Cc1cccc(CSCCNC(=O)CCSc2ccccc2)c1	i	-2	i
Cc1cc(O)c(C2(O)C(=O)Nc3ccccc32)cc1C (stereo unspecified)	i	-0.03	i
O=c1c2ccccc2nc2ccccn12	i	-0.28	i
Cn1c(COc2ccccc2)nnc1SCC(=O)Nc1ccc(N2CCOCC2)cc1	i	0.06	i
C(=N\Nc1nc(Nc2ccccc2)nc(N2CCCCC2)n1)/c1ccco1	i	-1.2	i
CCn1cc(/C=C(\NC(=O)c2ccccc2OC)C(=O)NCCCn2ccnc2)c2ccccc21	i	-0.17	i
CN(CC1CCCO1)S(=O)(=O)c1ccc(C(=O)Nc2ccc([N+](=O)[O-])cc2)cc1 (stereo unspecified)	i	0.45	i
O=C1/C(=C\c2cccnc2)CN(Cc2ccccc2)C/C1=C\c1cccnc1	i	0.8	i
COc1ccc(CNC(=O)CSc2nnc(NC(=O)C3CC3)s2)cc1	i	0.98	i
CC(=O)Nc1ccc(NC(=O)c2ccccc2S(=O)(=O)c2ccccc2[N+](=O)[O-])cc1	i	-1.6	i
Cc1ccc(OCc2nnc(SC(C)C(=O)O)n2Cc2ccccc2)cc1 (stereo unspecified)	i	-0.49	i
Cn1nnnc1SCC(=O)NCCc1ccc(Cl)cc1	i	1.4	i
COc1ccccc1N(C(=O)c1snc(C(N)=O)c1N)C(C(=O)NCc1ccccc1)c1ccc(O)cc1 (stereo unspecified)	nt	1.6	i
CNC(=O)c1cc2ncc(C(F)(F)F)cc2s1	i	1.6	i
COC(=O)c1c(C)oc(C)c1S(=O)(=O)NCC1CC1	i	1.3	i

Results in KCNQ2 inh (4 entries from above):
Structure | KCNQ2 inh
CNC(=O)c1cc2ncc(C(F)(F)F)cc2s1 | i
COC(=O)c1c(C)oc(C)c1S(=O)(=O)NCC1CC1 | i
CCn1cc(/C=C(\NC(=O)c2ccccc2OC)C(=O)NCCCn2ccnc2)c2ccccc21 | i
CN(CC1CCCO1)S(=O)(=O)c1ccc(C(=O)Nc2ccc([N+](=O)[O-])cc2)cc1 (stereo unspecified) | i

(listing goes on)
SMILES	CHT inh	Kir21 inh	KCNQ2 inh
COc1cc2c(cc1OC)C(c1cc3cc(C)ccc3[nH]c1=O)N(C(=O)c1ccco1)CC2 (stereo unspecified)	i	-1.2	i
O=C1CC(N2CCN(c3ccccc3)CC2)C(=O)N1Cc1ccc(Cl)cc1 (stereo unspecified)	i	-0.69	i
CCOC(=O)c1nc(N2CCN(C(=O)OCC)CC2)c2c3c(sc2n1)CCCC3	-5.9*	-1.2	i
COC(=O)c1cc(NC(=O)C2CC=CCC2C(=O)O)cc(C(=O)OC)c1 (stereo unspecified)	i	-0.82	i
COc1ccc(CCNC(=O)C2CCCN2C(=O)Nc2ccc(C)cc2)cc1OC (stereo unspecified)	i	0.06	i
CCN1CCN(S(=O)(=O)c2cccc3nsnc23)CC1	i	-0.17	i
O=C1CC(c2ccco2)Cc2nc(Nc3nc(-c4ccccc4)c4ccccc4n3)ncc21 (stereo unspecified)	i	-0.51	i
CC(C)CC(OC(=O)c1ccco1)C(=O)NC1CCCCC1 (stereo unspecified)	i	2.5	i
Cc1c(O)ccc2c(=O)c(Oc3ccccc3)coc12	i	-0.13	i
CC(C)C(NC(=S)Nc1ccccc1)C(=O)O (stereo unspecified)	i	1.1	i
C=C(C)CSC1=C(C#N)C(c2ccsc2)CC(=O)N1 (stereo unspecified)	i	-3.6	i
CCc1cccc(CC)c1NC(=S)NCCc1ccc(O)c(O)c1	i	-2.9	i
CCC(=O)Nc1ccc(Oc2ccc3c(c2)C(=O)NC3=O)cc1	i	-0.06	i
Cc1cc(C)c(C(=O)COC(=O)Cn2c(C)csc2=O)cc1C	i	-1.3	i
CN(C)c1nc(Nc2ccc(Cl)cc2)nc(OCC#N)n1	i	-0.53	i
Nc1c(Cl)ncnc1NCc1cccnc1	i	-0.03	i
O=C(NC(=S)NCCCN1CCOCC1)c1ccc([N+](=O)[O-])cc1	i	0.32	i
Cc1cc(C2C(C#N)=C(N)Oc3n[nH]c(C)c32)c(C)s1 (stereo unspecified)	i	-0.61	i
CCOC(=O)Cn1c2c(c(=N)c3ccccc31)CCC2	i	-1.1	i
CCN(CC)S(=O)(=O)c1ccc(NC(=O)COC(=O)CN2C(=O)c3ccccc3C2=O)cc1	i	0.77	i
COc1ccccc1N(C)S(=O)(=O)c1ccc(C)c(C(=O)Nc2nccs2)c1	i	0.71	i
Cc1cc(C)cc(C(=O)NCC(=O)OCC(=O)c2cc(C)n(CC(F)(F)F)c2C)c1	i	-2.5	i
CCN1CCN(c2cc(C)c3cc(NC(=S)NCCCOC)ccc3n2)CC1	i	0.17	i
CCCCS(=O)Cc1ccccc1 (stereo unspecified)	i	-1.1	i
